NPYLR7 ag – activates Aedes aegypti NPYLR7 receptor; HEK293T NPYLR7/Galpha15, GCaMP6s calcium fluorescence; activation, % at 10 µM; hit rate 0.15% among 270,000; AID 1259423; in the data active means activation above about 40%;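 further: 0% = vehicle and 100% = reference agonist at the receptor; some compounds past the cut are filed as inactive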
mcGAS lum – blocks mouse cGAS activity | recombinant cGAS, Kinase-Glo ATP depletion luminescence | inhibition, % at 12.5 µM | hit rate 0.15% among 160,000 | AID 1259399;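 further: 0% = negative control wells and 100% = reference inhibitor with no enzyme activity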
hcGAS lum – human cGAS inhibition. Q8N884. recombinant h-cGAS, ATP depletion, Kinase-Glo luminescence. inhibition, % at 12.5 µM. hit rate 0.081% among 290,000;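 further: 0% = vehicle reaction and 100% = reaction without DNA for no activity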
Target sequence (Q8N884 whole entry, looked up): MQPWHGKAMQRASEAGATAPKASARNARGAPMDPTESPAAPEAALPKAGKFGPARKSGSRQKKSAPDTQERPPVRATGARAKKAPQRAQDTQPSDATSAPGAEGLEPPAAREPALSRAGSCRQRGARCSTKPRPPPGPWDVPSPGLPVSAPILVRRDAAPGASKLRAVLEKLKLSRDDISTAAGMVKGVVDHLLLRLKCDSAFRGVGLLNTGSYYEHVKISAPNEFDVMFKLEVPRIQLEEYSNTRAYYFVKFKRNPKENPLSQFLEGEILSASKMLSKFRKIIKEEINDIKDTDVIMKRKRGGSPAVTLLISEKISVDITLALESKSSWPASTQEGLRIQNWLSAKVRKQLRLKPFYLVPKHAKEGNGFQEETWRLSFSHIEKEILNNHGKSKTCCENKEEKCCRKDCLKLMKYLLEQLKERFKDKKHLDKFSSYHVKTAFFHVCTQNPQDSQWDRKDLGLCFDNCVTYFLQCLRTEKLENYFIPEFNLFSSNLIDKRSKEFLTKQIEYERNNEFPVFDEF
Numbers without * were called inactive; . = not tested or not shown. Unless noted, no stated cut-off is given here; in the data, active means inhibition above about 40%; inactive means the rest.

Value order: mcGAS lum	NPYLR7 ag	hcGAS lum
Cc1ccc(N2C(=O)CSC2c2cccc(NC(=O)C3CC3)c2)cc1F (stereo not drawn)
 : -4	23	-1
CCN1CCN(C(=O)C(NC(=O)c2cc(-c3cc(C)ccc3C)on2)C(C)C)CC1 (stereo not drawn)
 : .	5	-4
Cc1ccc(Nc2nc(NCC(C)O)nc3c2cnn3-c2ccccc2)cc1 (stereo not drawn)
 : -8	2	-5
CS(=O)(=O)c1ccc(C(=O)N(CCCN2CCOCC2)c2nc3c(F)cccc3s2)cc1
 : -10	-5	-9
COc1cc(NC(=O)C(C)OCC(F)(F)F)c(OC)cc1Cl (stereo not drawn)
 : -18	-5	-2
CC(C(=O)N(C)C)N(C)Cc1ccccc1C(=O)O (stereo not drawn)
 : .	8	-5
CC(Nc1cccc(C(N)=O)c1)c1ccc(F)cc1 (stereo not drawn)
 : .	7	-13
Cc1ocnc1C(=O)N1CCCC(CCc2ccc(F)cc2)C1 (stereo not drawn)
 : -12	7	-5
CCOc1cccc(CN2CCC(C(=O)Nc3ccc(-n4nc(C)cc4C)cc3)CC2)c1
 : .	7	-3
CSc1ncc(C(=O)Nc2cc(C(C)(C)C)nn2C2CCS(=O)(=O)C2)n1-c1ccc(F)cc1 (stereo not drawn)
 : .	-5	-5
O=C(NCCc1ccccn1)C(C1CCCC1)N1CCN(C(=O)c2ccccc2Cl)CC1 (stereo not drawn)
 : -3	-7	-2
O=C(Nc1nccs1)C1CCCCC1
 : .	7	-5
CC(NC(C)c1cccc(Cl)c1)C(=O)N(C)C1CCS(=O)(=O)C1 (stereo not drawn)
 : .	6	-2
COc1ccc(S(=O)(=O)Oc2cccc(CN(CC3CCCO3)C(=O)NC(C)(C)C)c2)cc1 (stereo not drawn)
 : -3	-1	3
Cc1nc(SCCCCSc2n[nH]c(C)n2)n[nH]1
 : .	5	-6
CC1(C(=O)NCC2CCCCC2)CCN1C(=O)c1ccco1 (stereo not drawn)
 : .	1	-11
CCCCc1ccc(C(=O)NCc2nnc(SCc3cccc(OC)c3)n2-c2cc(Cl)ccc2C)cc1
 : 1	-6	-2
CC(=O)N1CCn2nc(C(=O)NCCC(=O)Nc3cc(C)ccc3C)cc2C1
 : -12	4	-3
Cc1ccn2c(NC(=O)C3CCCCC3)c(-c3ccccc3)nc2c1
 : -7	-10	-4
O=C(NNC(=O)c1ccc2c(c1)OCO2)c1cc(C(F)(F)F)cc(C(F)(F)F)c1
 : -4	0	-3
CC(C)NC(=O)N(Cc1ccc(OS(=O)(=O)C(C)C)cc1)C1CC1
 : -3	25	-6
Cc1cc(C)n2c(NCc3ccccc3)c(-c3ccc(C(F)(F)F)cc3)nc2c1
 : -10	19	-8
CN(Cc1n[nH]c2c1CCC2)c1cc(NC2CC2)nc(N)n1
 : .	19	-8
Cc1nnc(NC(=O)CSc2nncn2C)s1
 : -3	2	-5
CON(C)C(=O)c1cccc(S(=O)(=O)NCc2ccccc2)c1
 : .	-1	-13
CC1(C(=O)NCc2ccc(Cl)cc2)CCN1C(=O)Cc1ccccc1 (stereo not drawn)
 : -5	15	-11
CCCN(CC(=O)N(CCc1ccc(OC)c(OC)c1)Cc1sccc1C)C(=O)c1cccc(F)c1
 : -3	-9	-7
CCS(=O)(=O)c1ccc(NC(=O)/C=C/c2ccc(C)cc2C)cc1
 : -15	8	-7
COc1ccc(Cc2nnc(NC(=O)NC3CCNCC3)s2)cc1OC
 : -11	-4	-3
COc1cn2c(cc1=O)C(=O)N(CCNC(=O)c1ccc(Cl)cc1Cl)CC2
 : .	1	-1

Results in hcGAS lum and NPYLR7 ag, for some of the entries so far:
Compound	hcGAS lum	NPYLR7 ag
CCCCc1ccc(C(=O)NCc2nnc(SCc3cccc(OC)c3)n2-c2cc(Cl)ccc2C)cc1	-2	-6
CON(C)C(=O)c1cccc(S(=O)(=O)NCc2ccccc2)c1	-13	-1
O=C(NCCc1ccccn1)C(C1CCCC1)N1CCN(C(=O)c2ccccc2Cl)CC1 (stereo not drawn)	-2	-7
CCOc1cccc(CN2CCC(C(=O)Nc3ccc(-n4nc(C)cc4C)cc3)CC2)c1	-3	7
CC(C(=O)N(C)C)N(C)Cc1ccccc1C(=O)O (stereo not drawn)	-5	8

Continuation.
Value order: mcGAS lum	NPYLR7 ag	hcGAS lum
CC(C(=O)NC1(c2cccc(Br)c2)CC1)n1ccnc1 (stereo not drawn)
 : .	9	-7
CCN1CCN(C(=O)c2cc(C(C)C)n(-c3nc4ccccc4s3)n2)CC1
 : -7	9	-10
COc1ccc2c(=O)c3c(oc2c1)C(=O)N(c1nccs1)C3c1ccccc1OC (stereo not drawn)
 : .	4	-5
CC(O)(c1cccc(F)c1)c1nc(-c2cnc3ccccc3c2)cs1 (stereo not drawn)
 : .	15	-7
CC(C(=O)O)N1C(=O)CSC1c1ccc(C(C)(C)C)cc1 (stereo not drawn)
 : -5	-2	-2
Cc1ccc(OS(=O)(=O)c2ccc(F)cc2)c(-c2nc3c(C)cccc3o2)c1
 : -4	16	-5
O=C(CN1CCCCCCC1=O)Nc1ccnc2ccncc12
 : .	-5	-2
CCCn1cc(NC(=O)CC23CC4CC(CC(O)(C4)C2)C3)ccc1=O
 : .	3	-15
CC(C)CC(C(=O)OCC(=O)c1ccc(Cl)cc1Cl)N1C(=O)C2C3C=CC(C4CC34)C2C1=O (stereo not drawn)
 : .	7	-5
COC(=O)CNc1ccc(Cl)c(C(N)=O)c1
 : -6	11	-14
O=c1c2nnn(Cc3ccc(F)cc3)c2ncn1Cc1ccccc1Cl
 : .	8	-2
CC(=O)c1c(C)[nH]c(C(=O)C(C)Sc2ncccn2)c1C (stereo not drawn)
 : -1	6	-3
COc1ccc(CC(=O)Nc2n[nH]c(-c3ccc(C)cc3)n2)cc1
 : .	11	-9
O=c1oc2c(CN3CCN(CCO)CC3)c(O)ccc2cc1-c1ccccn1
 : .	10	-7
Cc1cnc(C)c(N2CCN(Cc3ccc(-n4cncn4)cc3)CC2)n1
 : -10	6	-2
CCN1CC(c2nc3ccccc3n2Cc2ccccc2Cl)CC1=O (stereo not drawn)
 : -7	-3	-4
COc1ccc(Cn2c(SC)nc3c(-c4ccccc4)c[nH]c3c2=O)cc1
 : -2	-2	-2
S=c1nn[nH]n1C1CC2C=CC1C2 (stereo not drawn)
 : -2	-3	0
CN1CCCn2nc(C(=O)NCc3coc(-c4ccccc4)n3)cc2C1
 : -12	20	-5
Cc1cc(NC(=O)CC(C)(C)C)no1
 : .	-2	-2
COc1cc(C)c(S(=O)(=O)NCCOc2ccc(-c3ccc(C)cc3)nn2)cc1C
 : -8	13	-6
Cc1n[nH]c(C)c1N
 : .	4	-8
Cc1cccn2c(CNC3CCC4(CCNCC4)CC3)cnc12
 : -16	6	-4
COc1ccccc1C(=O)Nc1ccnn1C1CCN(C(=O)C2=CCCC2)CC1
 : -2	2	-5
CCCN(C)c1cc(C)nc(SCc2ccc(C(=O)NCc3ccco3)o2)n1
 : -6	0	-3
Cc1cccnc1[C@H](C)NC(=O)c1c(C)nc2ncccn12
 : .	1	1
CCOC(=O)C1(CCOc2ccccc2)CCN(Cc2cn(C)nc2-c2ccccc2)CC1
 : -4	5	0
COc1ccccc1CN(C)C(=O)c1c(-c2ccccc2)noc1C
 : .	2	-13
Cc1nn(-c2ccccc2)c(C)c1CC(=O)N1CC[C@H](CO)[C@@H](O)C1
 : 2	-4	1
Cc1nc(-c2ccc(Cl)cc2)nc(N2CCN(C(=O)c3ccc([N+](=O)[O-])cc3)CC2)c1C
 : -5	10	-2

Following part
Value order: mcGAS lum	NPYLR7 ag	hcGAS lum
CC1(C(=O)NS(=O)(=O)c2ccccc2C(F)(F)F)CCN1C(=O)C1(c2ccccc2)CC1 (stereo not drawn)
 : .	2	-8
CCOC(=O)CCC(=O)N(CC(=O)N(Cc1cccn1Cc1ccccc1Cl)C1CCCCC1)C(C)CC (stereo not drawn)
 : -5	-6	-7
CCOC(=O)C1(CCCc2ccccc2)CCCN(Cc2nccn2CC)C1 (stereo not drawn)
 : .	13	-7
CCCCNC(=O)N1CCN(C(=O)c2cc(-c3cccc(OC)c3)n(-c3ccccc3F)c2C)CC1
 : -5	-3	-15
CN1CCN(c2nc(Nc3ccccc3)c3cnn(-c4ccccc4)c3n2)CC1
 : -6	1	-3
c1cc(Cn2ccnc2-c2cnc[nH]2)c2cc[nH]c2c1
 : -15	18	-6
Cc1cc(C)n(CC2(CNCC(=O)Nc3cccc(C)c3C)CC2)n1
 : .	12	1
C/C(=C\c1ccccc1)c1nc(-c2cccc(C(F)(F)F)c2)no1
 : -5	-8	-6
O=C(c1c(F)c(F)cc(F)c1F)N1CCOC(Cc2ccccc2)C1 (stereo not drawn)
 : 0	-5	3
CC(=O)Oc1ccc(Cn2c(C)c(C(=O)NC3CCCC3)sc2=O)cc1
 : .	1	-9
CCC(C)Nc1nc2cc(C)nn2c2ccccc12 (stereo not drawn)
 : .	-1	-6
Cc1noc(C)c1S(=O)(=O)N1CCN(Cc2ccc(Cl)s2)CC1
 : .	1	-7
CC(C)(C)n1ncc2c(=O)n(NC(=O)C3CC(=O)N(c4ccccc4)C3)cnc21 (stereo not drawn)
 : .	2	3
CC(C)CCn1c(=O)c2c(nc3n2CC(C)CN3c2ccccc2)n(C)c1=O (stereo not drawn)
 : .	1	-1
Cc1ccc(C)n1-n1cnc2sc3c(c2c1=O)CCCC3
 : .	-4	-6
CCCNC(=O)N1CCC2(CCCN(Cc3cccc(OC)c3OC)C2=O)C1 (stereo not drawn)
 : .	4	-1
CCCCCCC(=O)N(Cc1ccccc1Cl)C1CCCCNC1=O (stereo not drawn)
 : -6	.	-5
CCCC(=O)N1CCN(Cc2nnnn2-c2ccc(OCC)cc2)CC1
 : -11	1	-5
O=C(N[C@H](CO)Cc1ccccc1)C1CC=CCC1C(=O)N1CCc2c([nH]c3ccccc23)C1 (stereo partly drawn)
 : .	-6	-4
Cc1ccc(NCc2ccc(CO)o2)cc1
 : .	18	-12
COC(=O)c1cc(C)nc2nc(N)sc12
 : -9	14	-1
COc1ccc(NC(=O)N2CCC(Cc3cccc(C(N)=O)c3)C2)c(C)c1 (stereo not drawn)
 : -12	7	-6
CC(C)c1nc(SCc2nc(-c3ccccc3Cl)no2)n[nH]1
 : -16	10	-9
O=C(NCc1ccccc1Cl)[C@@H]1C[C@@H](n2cnnn2)CN1C/C=C/c1ccccc1
 : .	18	-10
Cc1cccn2c(=O)c3cc(C(=O)NCC(C)C)sc3nc12
 : .	4	0
Cc1cccc(CNC(=O)c2sc(=O)n(Cc3ccc(F)cc3)c2C)c1
 : .	11	-9
CCCNC(=O)[C@@H]1CCCC[C@@H]1C(=O)N(CC)CCO
 : .	5	-7
Cc1ccc(CN(CCc2c[nH]c3ccccc23)C(=O)CN(C(C)C)S(=O)(=O)c2ccc(Br)cc2)cc1
 : -5	-5	-15
O=C(CNC(=O)c1ccccc1Cl)N=Nc1c(O)[nH]c2ccccc12
 : -8	-3	-3
O=S(=O)(Nc1ccc(S(=O)(=O)N2CCCC2)cc1)c1ccc(Cl)cc1
 : -8	3	-4

The last 2 compounds of the part above open the next one:
Value order: mcGAS lum	NPYLR7 ag	hcGAS lum
O=C(CNC(=O)c1ccccc1Cl)N=Nc1c(O)[nH]c2ccccc12
 : -8	-3	-3
O=S(=O)(Nc1ccc(S(=O)(=O)N2CCCC2)cc1)c1ccc(Cl)cc1
 : -8	3	-4
C/C=C\COC1CCCN(C(=O)Cc2ccccc2)C1 (stereo not drawn)
 : -7	-2	-7
CCCCCN(C(=O)Nc1cccc(OC)c1)C(CC)c1nc2ccccc2c(=O)n1-c1ccc(C)c(C)c1 (stereo not drawn)
 : -4	6	-2
O=c1c2oc3ccccc3c2ncn1CCOc1ccccc1
 : -9	16	-10
O=C(c1cc2n(n1)CCN(Cc1cccc(Cl)c1)C2=O)N1CCN(c2ccccc2F)CC1
 : -4	-2	1
CCCCOc1ccc(/C=C2\N=C(c3cccc([N+](=O)[O-])c3)OC2=O)cc1
 : 0	-15	-1
CC(C)N(C(=O)c1ccc2nnc(C(F)F)n2c1)C1CCOCC1
 : .	1	-4
CCC(C)NCc1ccc(OS(=O)(=O)c2ccc(NC(C)=O)cc2)cc1 (stereo not drawn)
 : .	26	-5
CCC1=NOC(CNC(=O)CCc2nc3ccc(F)cc3[nH]2)C1 (stereo not drawn)
 : .	-5	-3
CCN1CCC(C(=O)NC(c2ccc(OC)cc2)c2cccs2)CC1 (stereo not drawn)
 : -3	15	-2
COc1cc(/C=N\n2cnnc2)c(Br)cc1OCc1ccccc1
 : .	-4	-1
N[C@@H]1CC[C@@H](NS(=O)(=O)c2cc(Cl)c(Cl)s2)C1
 : .	5	-8
COc1ccc(-c2cc3c(SCC(=O)NC4CCCC4)nccn3n2)cc1
 : 0	-3	1
CCCC(=O)Nc1cccc(C(=O)NC2CCCN(Cc3cccc(O)c3)C2)c1 (stereo not drawn)
 : .	0	-6
CCN1CCc2c(sc(NC(C)=O)c2-c2nc3ccccc3s2)C1
 : 94*	5	73*
CCc1nc2n(n1)C(=O)C(C(c1cccc(OC)c1)N1CCCC1)S2 (stereo not drawn)
 : -9	-2	-8
CCC1=NOC(C(=O)NCCn2c(C)cc(C)nc2=O)C1 (stereo not drawn)
 : .	25	-2
COc1cccc(CCNC(=O)CCC(=O)N2CCN(c3ccccn3)CC2)c1
 : 1	-8	-1
O=C(C=Cc1ccccc1)N1CCN(Cc2nc3ccccc3c(=O)[nH]2)CC1
 : -6	1	-7
COc1cccc(-c2cc(C(=O)Nc3ccc(F)cc3)n3nc(-c4ccccc4)cc3n2)c1
 : -9	12	-9
O=C(Nc1ccc(Nc2ccc(-n3cccn3)nn2)cc1)c1ccc2c(c1)OCO2
 : -9	-4	-6
